AmpC detergent = qHTS Inhibitors of AmpC Beta-Lactamase (assay with detergent). AID 485294, 2010. Potency, µM (top dose mostly 114 µM), for inactives: top-dose activity change, negative = inhibition, usual class: inhibitors. AmpC hydrolysis of nitrocefin, absorbance 480 nm, 0.01% Triton. 370,000 tested, 0.041% active. P00811;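 also: potency is read from the fitted curve at half-maximal effect; 0% = no-compound wells and -100% = no-enzyme wells; nearly all actives have a fitted effect of over 25% in size; some results filed as inactive show a strong effect at the top dose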
Target sequence (P00811 whole entry, looked up): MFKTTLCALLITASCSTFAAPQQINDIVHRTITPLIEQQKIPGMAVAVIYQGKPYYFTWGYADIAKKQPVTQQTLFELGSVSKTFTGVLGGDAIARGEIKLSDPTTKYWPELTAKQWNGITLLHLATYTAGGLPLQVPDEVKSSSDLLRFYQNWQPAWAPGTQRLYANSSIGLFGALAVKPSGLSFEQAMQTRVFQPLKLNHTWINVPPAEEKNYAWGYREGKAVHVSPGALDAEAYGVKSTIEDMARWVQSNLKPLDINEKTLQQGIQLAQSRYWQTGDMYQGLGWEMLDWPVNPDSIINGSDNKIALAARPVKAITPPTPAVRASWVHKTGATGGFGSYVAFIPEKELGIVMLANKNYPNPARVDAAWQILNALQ
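AmpC (5.3 nM in the dispensed reagent) in 20 mM phosphate pH 7.0 with 0.01% (detergent screen) or 0.0001% Triton X-100 was preincubated with compounds for 15 min at room temperature. Nitrocefin was then added from an 800 uM solution, and hydrolysis was followed at 480 nm.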
Cycloheximide cs = Cycloheximide Counterscreen for Small Molecule Inhibitors of Shiga Toxin. cell reporter, cycloheximide protein synthesis inhibition counterscreen. max response, %. 300,000 tested, 12% active; in the data active = max response mostly above about 13%, no sharp cut-off; inactive = mostly below about 14%; also: read at 38.3 µM for the half of the compounds with a filed dose; 0% is about no effect
AMA1 RON2 block = qHTS for Inhibitors of AMA1-RON; Towards Development of Antimalarial Drug Lead: Primary Screen; Potency, µM (top dose mostly 58.2 µM), for the others: top-dose activity change, negative = inhibition, hits mostly inhibitors; 360,000 tested, 0.2% active; Plasmodium falciparum AMA1 (3D7) - RON2 peptide interaction; AID 720542, 2013; AlphaScreen AMA1-biotinylated RON2 peptide binding;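 also: potency is read from the fitted curve at half-maximal effect; 0% = vehicle wells and -100% = peptide control; nearly all actives have a fitted effect of over 45% in size; some results filed as inactive show a strong effect at the top dose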
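AMA1 (3D7) with his tag at 25 nM final met compounds first, then biotinylated RON2 peptide at 25 nM; detection used donor plus acceptor beads, 10 µg/mL apiece, read by AlphaScreen after 30 min at room temperature.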
HCMV antiviral = qHTS Assay for inhibitors of the human cytomegalovirus (HCMV). HFF cells, HCMV-luciferase reporter, 72 h; stronger effect = lower value. activity change, negative = inhibition, % at 57.5 µM. 410,000 tested, 4.5% active. AID 1259415, 2018; in the data active = activity change below about -60%; inconclusive = no clear call, values can overlap the other calls; inactive = above about -39%; also: % is scaled to controls: 0 for no effect and ±100 for the full control effect
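Two-dose cell screen: HFF monolayers treated with compounds and infected with luciferase-expressing HCMV at 1 PFU/cell, 72 h at 37C, then lysed for luciferase measurement.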
AmpC inh no detg = qHTS Inhibitors of AmpC Beta-Lactamase (assay without detergent) | Potency, µM (highest dose often 57.1 µM), inactives show at the highest dose activity change, negative = inhibition, hits mostly inhibitors | AmpC nitrocefin hydrolysis, absorbance 480 nm, 0.0001% Triton | 330,000 tested, 0.52% active | P00811;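 also: potency is read from the fitted curve at half-maximal effect; plate controls were no compound for no effect and no enzyme for full effect; nearly all actives have a fitted effect of over 20% in size; some results filed as inactive show a strong effect at the top dose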
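AmpC (5.3 nM in the dispensed reagent) in 20 mM phosphate pH 7.0 with 0.01% (detergent screen) or 0.0001% Triton X-100 was preincubated with compounds for 15 min at room temperature. Nitrocefin was then added from an 800 uM solution, and hydrolysis was followed at 480 nm.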
Giardia FBPA inh = qHTS Assay for Inhibitors of Fructose-1,6-bisphosphate Aldolase from Giardia Lamblia | Potency, µM (titrated, usually from 59.6 µM), for the others: at the top dose activity, negative = inhibition, hits mostly inhibitors | 290,000 tested, 0.71% active | purified Giardia FBPA; also: potency is read from the fitted curve at half-maximal effect; % is scaled to controls: 0 for no effect and ±100 for the full control effect; nearly all actives have a fitted effect of over 55% in size
Target sequence (A8B2U2 whole entry, looked up): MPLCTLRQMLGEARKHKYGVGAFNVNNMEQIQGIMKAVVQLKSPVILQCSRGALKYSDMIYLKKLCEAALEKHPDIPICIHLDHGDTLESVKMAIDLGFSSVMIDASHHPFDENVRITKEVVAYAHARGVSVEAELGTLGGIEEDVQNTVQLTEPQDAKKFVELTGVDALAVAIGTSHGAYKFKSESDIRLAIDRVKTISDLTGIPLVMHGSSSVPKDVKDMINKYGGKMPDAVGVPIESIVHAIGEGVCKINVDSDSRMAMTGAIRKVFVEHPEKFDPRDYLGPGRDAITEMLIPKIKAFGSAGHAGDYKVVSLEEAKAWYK
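Giardia FBPA (40 nM reagent) was preincubated 10 min at RT with compound (up to 57.5 uM final), then substrate plus GAPDH/TPI/NAD/arsenate coupling system with diaphorase/resazurin was added; resorufin fluorescence (525/598 nm) was read after 20 min.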
Shiga toxin inh = A qHTS for Small Molecule Inhibitors of Shiga Toxin; inhibition, % at 38.7 µM; 290,000 tested, 9.2% active; AID 2315, 2010; Vero cells, Shiga toxin protein synthesis inhibition reporter; in the data active = inhibition mostly above about 28%, no sharp cut-off; inactive = mostly below about 43%; also: 0% is about no effect
Starred values were filed as active, the others as inactive; ? = inconclusive; / = not tested or not shown; & = joins results of further samples; [ ] = another dose, or the depositor's remark. Unless noted, calls follow the shape of the dose curve; as a rule, active = well fitted curve in the direction sought with a large enough effect; inconclusive = small, poorly fitted or top-dose-only effect, or another doubt; inactive = no such curve, though single readings can be large; an effect the other way counts as inactive or inconclusive. Not a hit list. About 16% of those tested had a hit in this group.

no.	molecule	AmpC detergent	Cycloheximide cs	AMA1 RON2 block	HCMV antiviral	AmpC inh no detg	Giardia FBPA inh	Shiga toxin inh
1	CN(c1ccccc1)S(=O)(=O)c1cccc(C(=O)NCCc2ccc(O)c(O)c2)c1	3.1%	0.2	-3.2%	-22.1	-39.2%	-17.6%	-14.4
2	CCN(CC)CCOC(=O)c1ccc(NC(=O)COc2cc(=O)n(CC)c3ccccc23)cc1	-13.6%	-1.5	-11.0%	-100.7*	49.0%	10.5%	9.2
3	COCCCn1c(N)c(C(=O)Nc2ccccc2)c2nc3ccccc3nc21	0.4%	2.6	35.6%[activator]	14.0	120.4%[activator]	-12.8%	23.9
4	CCCCSCCCNC(=S)Nc1ccccc1C	5.0%	-0.5	-13.1%	?	-14.4%	0.2%	9.9
5	CC(CCc1ccccc1)NCC(O)c1ccc(O)c(C(N)=O)c1 (stereo unspecified)	-5.0%	-2.7	6.3%	-30.5	-19.0%	-0.8%&-3.5%&-3.2%	4.7
6	CCc1c(C)c(C#N)c2nc3ccccc3n2c1N(C)C	-10.7%	-2.0	11.6%	-30.6	8.2%	4.8%	-7.5
7	O=C(CN(C(=O)CCC(=O)Nc1ccccn1)C1CCCC1)NCc1ccc(F)cc1	?	-3.0	15.4%	14.8	-5.1%	-1.9%	-4.3
8	Cc1ccc(CN2C(=O)N/C(=C/c3ccc4c(c3)n(C)c(=O)n4C)C2=O)cc1	2.0%	-1.5	/	/	-13.5%	-7.9%	18.7
9	O=C(NNC(=S)Nc1ccccc1)Nc1ccccc1	3.6%	33.6*	78.2%[activator]	34.8	-13.3%	-12.2%	88.3*
10	CCCOc1ccc(C(=O)NCCc2ccccc2)cc1	6.3%	27.0*	-28.6%	30.3	-13.5%	-0.5%	39.8
11	CCCCCSc1nncc(=O)[nH]1	-3.7%	-4.5	15.3%	7.2	-7.2%	4.9%	-20.1
12	COc1cccc(C2=CC(c3cccc(OC)c3OC)n3nnnc3N2)c1 (stereo unspecified)	2.9%	29.6*	34.4%[activator]	?	-25.0%	-5.0%	41.1*
13	O=C(O)c1ccccc1S(=O)(=O)NCC(O)COC1CCCCC1 (stereo unspecified)	-13.6%	-2.0	27.3%	7.1	-12.4%	9.6%	32.8
14	O=C(NCc1ccccc1Cl)C1(S(=O)(=O)c2ccc(Cl)cc2)CC1	-12.1%	-3.6	0.0%	-5.1	-3.3%	14.0%	-3.3
15	COc1cc2c(cc1OC)CN(CC(=O)NC(=O)NCc1ccccc1)CC2	2.0%	2.5	3.8%	25.7	44.2%	-19.6%	-10.8
16	Cn1c(=O)c2c(-c3ccc(C(C)(C)C)cc3)n(CC3CCCO3)cc2n(C)c1=O (stereo unspecified)	?	-2.8	-7.2%	93.1	57.4%	-8.2%	-16.1
17	CCOC(=O)c1c(NC(=O)CN2C(=O)NC3(CCCCC3C)C2=O)sc(C)c1C (stereo unspecified)	-6.0%	-2.6	-15.2%	85.3	38.4%	-1.2%	-2.6
18	Cc1cccc(OCC2CCCN(Cc3nc(C4CC4)no3)C2)c1 (stereo unspecified)	4.3%	-3.4	-1.9%	?	78.6%[activator]	3.4%	34.2
19	CCC(C(=O)NCc1ccco1)N(C(=O)CNS(=O)(=O)c1ccc(C)cc1)c1ccccc1OC (stereo unspecified)	-10.8%	-1.8	-25.1%	6.0	5.8%	1.9%	-20.1
20	Cc1ccccc1OCC(O)Cn1nnc2ccccc21 (stereo unspecified)	6.1%	50.3*	0.0%	52.3	-16.0%	-10.9%	79.4*
21	O=C(/C=C/c1ccccc1)NNC(=O)c1ccco1	-6.2%	9.1	59.2%[activator]	-12.1	-6.6%	8.2%	5.5
22	CCCCn1c(Nc2ccc(OC)cc2)nc2ccccc21	-4.8%	-1.6	-3.5%	11.1	-33.8%	-2.1%	-1.3
23	O=S(=O)(c1cccc2cnccc12)N1CCNCC1	-22.3%	/	17.8%	-5.4	-16.5%	15.6%	/
24	Cc1cc(S(=O)(=O)N2CCCOC2CNC(=O)C(=O)NCCCN2CCOCC2)ccc1F (stereo unspecified)	-3.0%	-2.4	12.1%	15.6	-0.2%	/	-1.3
25	CC(=O)Nc1ccccc1C(=O)C(=O)Nc1cccc(C(=O)NCc2ccccc2)c1	-4.2%	-2.1	-3.6%	-33.6	-9.0%	0.0%	-4.1

Going on with the list:
no.	molecule	AmpC detergent	Cycloheximide cs	AMA1 RON2 block	HCMV antiviral	AmpC inh no detg	Giardia FBPA inh	Shiga toxin inh
26	CC(=O)N1CCc2cc(S(=O)(=O)NCCC(=O)Nc3cc(C)cc(C)c3)ccc21	-0.1%	-0.4	-7.3%	15.5	-8.6%	0.6%	-7.0
27	CCN(Cc1ccncc1)Cc1cn(C)nc1-c1ccc(Oc2ccccc2)cc1	5.7%	6.0	0.0%	-23.0	214.9%[activator]	-5.1%	-4.6
28	COC(=O)N(C)CCCC1(C)C(=O)N(C)c2ccc(O)cc21 (stereo unspecified)	-1.1%	11.4	12.9%	85.0	-5.6%	-1.9%	9.8
29	CCCCn1c(N)c(N(CC(C)C)C(=O)CCNC(=O)c2ccc([N+](=O)[O-])cc2)c(=O)[nH]c1=O	0.0%	/	-1.5%	-30.6	2.8%	/	/
30	O=C(N1CCOCC1)C(F)(F)C(F)(F)C(F)(F)C(F)(F)C(=O)N1CCOCC1	-11.7%	-2.8	-2.6%	12.6	-5.8%	10.1%	-14.1
31	COc1ccc(N2C(=O)c3ccc(C(=O)Nc4ccccc4O)cc3C2=O)cc1	-2.0%	4.3	2.3%	-21.3	-26.5%	-6.4%	3.9
32	CC(C)c1nnc(NC(=O)C2CCCN2C(=O)Nc2ccc(F)cc2)s1 (stereo unspecified)	0.7%	11.3	-11.7%	5.6	-0.6%	-8.4%	6.1
33	COc1ccc(C)cc1S(=O)(=O)N(C)CC(=O)NCc1ccncc1	-6.1%	1.2	-19.5%	-22.9	-3.6%	-10.9%	-1.3
34	CCOC(=O)N1CCN(CCC(=O)c2ccc(Br)cc2)CC1	-1.0%	9.2	-1.3%	18.9	11.6%	-25.9%	32.7
35	O=C(C1CCCCCC1)N1CC[C@@H](N2CCC(O)CC2)[C@H](O)C1	3.9%	-2.0	-9.0%	49.0	3.7%	5.4%	-4.8
36	COc1ccc(C(=O)N/N=C/c2ccccn2)cc1OC	-1.0%	6.9	82.0%[activator]	-39.3	-23.4%	15.8µM*	24.8
37	Cc1cc(C(=O)N2CCC3(CC2)OCCO3)cs1	3.7%	-2.5	-1.7%	12.1	-5.8%	-2.7%	-13.5
38	COCCCn1c(SCC(=O)N2CCCCC2C)nnc1-c1ccco1 (stereo unspecified)	-14.9%	34.8	10.2%	37.0	0.3%	11.0%	48.1
39	Cc1cccc(C)c1OCc1nnc(SCC(=O)Nc2ccccc2F)o1	-13.5%	-0.7	11.3%	1.7	-21.5%	-1.3%	-1.2
40	O=C(CN1C(=O)C(=O)N(Cc2ccco2)C1=O)NC1CCCCC1	-14.8%	-1.8	2.8%	-15.8	-10.7%[11.4 µM]	-0.8%	-13.3
41	CCCOc1nc(SCCC)nc2c1cnn2-c1ccccc1	5.1%	3.0	14.9%	13.3	-11.3%	5.1%	10.2
42	NC(N)=N/N=C/c1cccc(Cl)c1Cl	-12.1%	10.4	-2.6%	?	-44.2%	-22.5%	10.7
43	CCOc1ccccc1/C=C/C(=O)N1CCN(C(=O)c2ccco2)CC1	/	/	-3.5%	-5.6	-2.7%	/	/
44	CCS(=O)(=O)c1ccccc1C(=O)NC1CCCc2ccccc21 (stereo unspecified)	?	-0.7	-1.4%	-0.8	1.9%	-3.8%	-9.8
45	O=c1c2ccccc2nnn1CSc1nnnn1-c1ccc(O)cc1	-13.3%	32.4*	4.9%	-26.8	-23.3%	0.5%	67.3*
46	O=C(Nc1ccc(F)cc1F)NC1CCN(S(=O)(=O)c2ccc(F)cc2)CC1	-7.6%	-3.0	-2.8%	?	-33.3%	-5.3%	4.1
47	Cc1cccc(-n2c(C)cc(/C=C3\C(=N)N4N=C(CC(C)C)SC4=NC3=O)c2C)c1	?	-2.7	-2.2%[2.32 µM]	5.4	-19.8%	5.3%	-2.4
48	COc1ccc(Cc2nc(-c3ccncc3)no2)cc1	-7.1%	37.1*	-1.0%	1.6	11.5%	6.0%	84.8*
49	COc1cc(CNC2CCCCC2)c(Br)cc1OC1CCCC1	-3.1%	-7.0	-2.1%	-40.0	-4.4%	1.5%	-11.3
50	CCOC(=O)NC(=O)/C(N=Nc1ccc(C(F)(F)F)cc1)=C(\C)O	-0.5%	15.1	-2.8%	?	-15.7%	10.7%	23.7

Other structures follow:
no.	molecule	AmpC detergent	Cycloheximide cs	AMA1 RON2 block	HCMV antiviral	AmpC inh no detg	Giardia FBPA inh	Shiga toxin inh
51	O=C(O)CC(NC(=O)C12CC3CC(CC(C3)C1)C2)c1ccc(Cl)cc1 (stereo unspecified)	-11.2%	-3.8	-0.8%	-10.9	-6.8%	4.6%	-1.6
52	C[C@@H]1COC(=O)[C@H](CC(=O)OC(C)(C)C)C/C=C\C[C@@H](CC(=O)N[C@H](CO)Cc2ccccc2)C(=O)N1	/	/	4.3%	-15.6	93.7%[activator]	/	/
53	CCOc1cc(C(=O)NN2CCOCC2)cc(OCC)c1OCC	?	-2.0	-1.1%	24.3	-14.9%	-0.1%	/
54	CCOc1ccccc1Cn1c(=O)sc2ccccc21	3.6%	2.0	15.6%	-66.1*	-42.5%	13.3%	14.5
55	CC(CCc1ccccc1)NC(=O)COC(=O)c1ccccc1Br (stereo unspecified)	0.0%	-1.9	4.5%	31.7	-4.0%	6.2%	-5.7
56	O=C(N/N=C/c1ccc(Br)cc1)c1ccc(Br)o1	?	50.6*	6.4%	56.9	-40.3%	-5.9%	65.5*
57	c1ccc2c(c1)OCC(c1nnc3sc(-c4cnccn4)nn13)O2 (stereo unspecified)	3.1%	6.4	28.3%	0.7	-25.9%	-6.8%	11.9
58	O=C(CSCCO)Nc1ccc([N+](=O)[O-])cc1	0.3%	-2.3	15.9%	-12.7	-36.8%	0.5%	17.7

Compound profiles (already shown):
Record of CC(CCc1ccccc1)NC(=O)COC(=O)c1ccccc1Br (stereo unspecified) : AmpC detergent = 0.0%; Cycloheximide cs = -1.9; AMA1 RON2 block = 4.5%; HCMV antiviral = 31.7; AmpC inh no detg = -4.0%; Giardia FBPA inh = 6.2%; Shiga toxin inh = -5.7
Record of C[C@@H]1COC(=O)[C@H](CC(=O)OC(C)(C)C)C/C=C\C[C@@H](CC(=O)N[C@H](CO)Cc2ccccc2)C(=O)N1 : AmpC detergent = /; Cycloheximide cs = /; AMA1 RON2 block = 4.3%; HCMV antiviral = -15.6; AmpC inh no detg = 93.7%[activator]; Giardia FBPA inh = /; Shiga toxin inh = /

Source: PubChem (National Center for Advancing Translational Sciences (NCATS))
